# Bioassay records (PubChem BioAssay)
# Tau fibril FP: blocks human tau fibril formation measured by polarization; K18 P301L tau heparin fibrillization, Alexa594 FP, 6 h; hit rate 0.39% among 280,000; P10636; Potency, µM (titrated, usually from 57.7 µM), for the others: at the highest dose activity, negative = inhibition, actives largely listed as inhibitors; also: nearly all actives have a fitted effect of over 55% in size
# Target sequence (P10636 561-689 P618L limits assumed): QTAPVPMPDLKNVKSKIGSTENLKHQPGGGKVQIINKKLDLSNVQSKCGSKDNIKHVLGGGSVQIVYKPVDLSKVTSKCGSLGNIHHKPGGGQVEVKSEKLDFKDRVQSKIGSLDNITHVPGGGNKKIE
#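 Steps: dispense K18 P301L tau (15 uM plus 0.24 uM Alexa 594 tracer, final) in pH 7 sodium acetate; add compound; add heparin (20 uM final); incubate 6 hr, 37 C; add ThT (30 uM final); after 1 hr ambient, read FP.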
# TRb SRC2 PPI: inhibitors of human thyroid hormone receptor beta-SRC2 interaction | hit rate 0.065% among 280,000 | P10828 | TRbeta-SRC2 peptide binding, fluorescence polarization; receptor liganded with 1 µM T3 | Potency, µM (doses to about 106 µM), inactives show top-dose activity change, negative = inhibition, usual class: inhibitors;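 also: plate controls were bound peptide for no effect and peptide without receptor for full effect; nearly all actives have a fitted effect of over 50% in size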
# Target sequence (P10828 whole entry, looked up): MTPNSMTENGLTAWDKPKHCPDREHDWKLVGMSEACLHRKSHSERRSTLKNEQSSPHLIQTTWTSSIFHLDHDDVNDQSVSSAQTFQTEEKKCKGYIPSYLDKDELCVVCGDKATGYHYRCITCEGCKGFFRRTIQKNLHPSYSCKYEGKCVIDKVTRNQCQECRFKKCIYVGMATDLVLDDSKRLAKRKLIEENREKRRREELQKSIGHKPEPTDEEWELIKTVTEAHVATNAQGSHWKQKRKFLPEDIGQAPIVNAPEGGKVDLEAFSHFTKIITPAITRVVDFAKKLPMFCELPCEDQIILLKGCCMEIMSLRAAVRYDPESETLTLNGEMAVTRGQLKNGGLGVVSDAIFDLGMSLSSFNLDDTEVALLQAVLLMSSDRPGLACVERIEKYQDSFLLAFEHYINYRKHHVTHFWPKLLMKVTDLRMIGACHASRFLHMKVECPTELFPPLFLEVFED
#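 Fluorescence polarization of 20 nM Texas Red SRC2 peptide (20-aa NR interaction domain) bound to 0.6 uM human TRb ligand-binding domain, with 1 uM T3, after 5 hr at ambient temperature; inhibition seen as decreased polarization.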
# aGal spleen mod: inhibits or activates alpha-galactosidase in human spleen homogenate; hit rate 0.008% among 240,000; human spleen homogenate, 4MU-alpha-Gal fluorescence, 40 min; Potency, µM (series often up to 80 µM), inactives show top-dose activity change, negative = inhibition, hits mostly inhibitors;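 also: 0% = enzyme with vehicle and -100% = no enzyme basal signal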
# Target sequence (P06280 32-429 limits assumed): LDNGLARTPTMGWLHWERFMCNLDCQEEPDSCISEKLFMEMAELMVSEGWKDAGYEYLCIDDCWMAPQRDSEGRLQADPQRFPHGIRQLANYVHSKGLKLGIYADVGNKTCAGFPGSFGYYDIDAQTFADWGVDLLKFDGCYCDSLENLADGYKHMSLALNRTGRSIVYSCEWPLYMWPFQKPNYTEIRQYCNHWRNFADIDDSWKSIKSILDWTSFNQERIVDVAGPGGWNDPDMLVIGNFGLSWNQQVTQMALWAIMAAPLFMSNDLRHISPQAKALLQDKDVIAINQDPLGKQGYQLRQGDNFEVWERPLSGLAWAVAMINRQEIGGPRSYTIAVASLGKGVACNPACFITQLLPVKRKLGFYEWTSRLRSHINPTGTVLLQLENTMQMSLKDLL
#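 Inhibition or activation of alpha-galactosidase in human spleen homogenate is scored by 4-MU fluorescence after 40 min at 37C, pH 5.0, with 1 mM substrate. AC50s come from concentration-response fitted to the Hill equation.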
# L3MBTL1 inh: blocks human L3MBTL1. hit rate 0.66% among 230,000. Q9Y468. Potency, µM (top dose mostly 57.1 µM), for inactives: at the highest dose activity, negative = inhibition, actives largely listed as inhibitors. AID 485360. AlphaScreen L3MBTL1–H3K9me1 peptide binding; also: nearly all actives have a fitted effect of over 60% in size
#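 L3MBTL1 (50 nM) pre-complexed 30 min with biotinylated H3(1-15)K9me1 peptide (75 nM), then compounds added for 30 min at room temperature; AlphaScreen streptavidin donor/nickel chelate acceptor beads (10 ug/mL final) read after 30 min dark incubation.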
# Tau fluor cs: counter-screen for tau fibril formation inhibitors; AID 1463; tau K18 P301L Alexa594 fluorescence, heparin fibrillization; hit rate 0.93% among 280,000; Potency, µM (titrated, usually from 57.7 µM), without a hit: top-dose activity change, negative = decrease; also: nearly all actives have a fitted effect of over 55% in size
#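 Human K18 P301L tau (15 uM unlabeled plus 0.24 uM Alexa 594-labeled, final) in 100 mM sodium acetate pH 7 was mixed with compound and 20 uM heparin and incubated 6 hr at 37 C.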
# Tau fibril ThT: tau fibrillization inhibition (ThT binding) | P10636 | recombinant tau K18 P301L (four-repeat tau fragment), heparin-induced fibrillization, ThT fluorescence | hit rate 2.1% among 270,000 | Potency, µM (highest dose often 57.4 µM), for the others: at the highest dose activity, negative = inhibition, usual class: inhibitors; also: nearly all actives have a fitted effect of over 55% in size
#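 Heparin-induced fibrillization of the P301L-mutant K18 repeat-domain fragment of human tau was followed by ThT binding in quantitative high-throughput format.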
# ALDH1A1 inh: inhibitors of human aldehyde dehydrogenase 1A1; hit rate 7.3% among 220,000; AID 1030; P00352; Potency, µM (series often up to 75.3 µM), for the others: top-dose activity, negative = inhibition, usual class: inhibitors; Purified ALDH1A1, NADH fluorescence, propionaldehyde substrate; active = well fitted inhibition curve with a large enough effect, not every such curve was filed as active; inconclusive = small, poorly fitted or top-dose-only effect, or another doubt; inactive = no such curve, though single readings can be large or run the other way;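 also: plate controls were no enzyme wells and a reference inhibitor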
# TR SRC2 fluor cs: alters Texas Red total fluorescence, flagging assay interference | TRb/SRC2 Texas Red total fluorescence interference | Potency, µM (highest dose often 106 µM), for the others: at the highest dose fluorescence change, negative = quenching | hit rate 0.29% among 280,000 | AID 1479; active = well fitted curve in either direction with a large enough effect; inconclusive = small, poorly fitted or top-dose-only effect
#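 Human TRb ligand-binding domain at 0.6 uM with 20 nM Texas Red SRC2 peptide in Tris buffer containing 1 uM T3 and 5% DMSO, incubated with compound 5 h at ambient temperature. Total fluorescence (555/632 nm) calculated as parallel + 2 × perpendicular.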
# Numbers without * were called inactive; ? = inconclusive; nt = not tested or not shown; [ ] = another dose, or the depositor's remark. Unless noted, calls follow the shape of the dose curve; as a rule, active = well fitted curve in the direction sought with a large enough effect; inconclusive = small, poorly fitted or top-dose-only effect, or another doubt; inactive = no such curve, though single readings can be large; an effect the other way counts as inactive or inconclusive. Unless noted, % is scaled to controls: 0 for no effect and ±100 for the full control effect; potency is read from the fitted curve at half-maximal effect.
# A first look (3 entries):
SMILES,Tau fibril FP,TRb SRC2 PPI,aGal spleen mod,L3MBTL1 inh,Tau fluor cs,Tau fibril ThT,ALDH1A1 inh,TR SRC2 fluor cs
COc1ccc(N(C(=O)C(C)C)S(=O)(=O)c2cccs2)cc1,-4%,-3%,3%,nt,-18%,-10%,4%,-1%
COCC(=O)Nc1nc(-c2ccccc2)c(C)s1,-3%,-1%,-4%,-1%,0%,-6%,?,-1%
CCN(CC)C(=O)C1CCCN(c2ncnc3c2nc2n3CCCCC2)C1 (stereo unspecified),1%,-6%,nt,nt,5%,2%,nt,-2%

# The whole of this part, repeating the preview:
SMILES,Tau fibril FP,TRb SRC2 PPI,aGal spleen mod,L3MBTL1 inh,Tau fluor cs,Tau fibril ThT,ALDH1A1 inh,TR SRC2 fluor cs
COc1ccc(N(C(=O)C(C)C)S(=O)(=O)c2cccs2)cc1,-4%,-3%,3%,nt,-18%,-10%,4%,-1%
COCC(=O)Nc1nc(-c2ccccc2)c(C)s1,-3%,-1%,-4%,-1%,0%,-6%,?,-1%
CCN(CC)C(=O)C1CCCN(c2ncnc3c2nc2n3CCCCC2)C1 (stereo unspecified),1%,-6%,nt,nt,5%,2%,nt,-2%
O=C1CC(N2CCN(Cc3ccccc3)CC2)C(=O)N1 (stereo unspecified),-7%,12%,2%,11%,-2%,-1%,-6%,-2%
CN(C(=O)C1CCOC1)c1nnc(-c2ccncc2)s1 (stereo unspecified),4%,-13%,13%,1%,-1%,-2%,3%,-2%
O=C1c2ccccc2C(Nc2ccccc2)N1c1ccc(Cl)cn1 (stereo unspecified),-6%,0%,5%,nt,-24%,-11%,?,-2%
CCNC(=O)N1C(CC(=O)OCC)C(=O)NC2CCCCC21 (stereo unspecified),11%,-15%,2%,13%,9%,-2%,5%,0%
Cc1ccc(C)c(NC(=O)CSc2nncn3c2cc2sccc23)c1,?,7%,nt,nt,-14%,-13%,nt,-2%
CCn1c(/C=C/Nc2ccccc2)[n+](CC)c2ccc(C(=O)OCC(F)(F)F)cc21,-2%,-8%,-2%,14%,-5%,-17%,-2%,0%
Cc1cc(CNC(=O)C(C)n2cc([N+](=O)[O-])cn2)c2ccccc2n1 (stereo unspecified),-2%,-4%,5%,nt,-5%,-3%,-7%,-3%
CC(=O)Oc1cccc(N2C(=O)C3C(C2=O)C2C=CC3C23CC3)c1 (stereo unspecified),-1%,-1%,0%,7%,8%,11%,20µM*,0%
Nc1ccc(NC(=O)c2cccc(C(=O)Nc3ccc(N)cc3Cl)c2)c(Cl)c1,6%,2%,nt,nt,-15%,?,nt,5%
COc1cccc(/C=N/Nc2ncnc3c2ncn3Cc2ccccc2)c1O,-4%,0%,8%,-1%,?,?,6%,-1%
O=C(NCc1ccco1)c1ccc(Br)c(S(=O)(=O)N2CCCCC2)c1,-3%,0%,-4%,-4%,-6%,-5%,-8%,-3%
COC(=O)CNC(c1ccccc1)c1cc(Br)ccc1NC(=O)c1ccc(Cl)cc1 (stereo unspecified),-9%,-6%,nt,nt,-24%,-10%,nt,-20%
Cc1ccc(NCc2ccccc2)cc1,6%,3%,5%,nt,-13%,-5%,1%,2%
O=C(NCCN1CCN(c2ccccc2)CC1)Nc1ccccc1Br,-3%,-4%,nt,nt,-13%,-11%,nt,0%
NC1=NC(=O)C(CC(=O)NCc2ccccc2)S1 (stereo unspecified),-8%,3%,-5%,5%,9%,3%,?,-3%
O=C1CS/C(=C/C(=O)c2cccc(Cl)c2)N1,4%,-8%,0%,-6%,2%,3%,8%,0%
Cc1ccc(S(=O)(=O)N(C)CC(=O)OCC(=O)N2CCCC2=O)cc1,-4%,5%,3%,8%,-4%,-2%,6%,-6%

# An excerpt of these results, as tab-separated lines:
molecule	Tau fibril FP	TRb SRC2 PPI	aGal spleen mod	L3MBTL1 inh	Tau fluor cs	Tau fibril ThT	ALDH1A1 inh	TR SRC2 fluor cs
Cc1ccc(NCc2ccccc2)cc1	6%	3%	5%	nt	-13%	-5%	1%	2%
COC(=O)CNC(c1ccccc1)c1cc(Br)ccc1NC(=O)c1ccc(Cl)cc1 (stereo unspecified)	-9%	-6%	nt	nt	-24%	-10%	nt	-20%
Cc1ccc(S(=O)(=O)N(C)CC(=O)OCC(=O)N2CCCC2=O)cc1	-4%	5%	3%	8%	-4%	-2%	6%	-6%

# The list goes on.
SMILES,Tau fibril FP,TRb SRC2 PPI,aGal spleen mod,L3MBTL1 inh,Tau fluor cs,Tau fibril ThT,ALDH1A1 inh,TR SRC2 fluor cs
COc1ccc(NC(=O)c2oc3ccccc3c2NC(=O)Cc2cccs2)c(OC)c1,-5%,-4%,nt,nt,?,-1%,nt,-1%
COc1ccc(S(=O)(=O)NCCC(=O)NCc2ccccc2)cc1,?,13%,-8%,9%,7.9µM*[quencher],10%,25µM*,-4%
CN1CCN(C(=O)CSc2nc(-c3ccco3)cc(C(F)(F)F)n2)CC1,?,1%,10%,nt,-12%,-8%,-5%,4%
Cc1cc(C)n2nc(SCc3nnc(SCCCCl)o3)nc2n1,-2%,0%,0%,4%,-1%,-4%,13%,0%
N#C/C(=N\Nc1ccc(Cl)cc1)C(N)=S,11%,-10%,5%,nt,-23%,nt,nt,-5%
CCCS(=O)(=O)N1CCC(n2c(C)nc3cccnc32)CC1,4%,5%,nt,nt,0%,3%,nt,0%
COc1cc(C2NC(C(=O)O)CS2)ccc1OCc1ccccc1C#N (stereo unspecified),-7%,-16%,-1%,16%[11.4 µM],1%,-2%,8.9µM*,-1%
CC(=O)c1sc(Nc2ccc(C)cc2)nc1C,2%,4%,-1%,nt,-9%,-5%,-9%,-2%
COc1cc(/C=C2/SC(=S)N(CC(=O)Nc3nc4ccccc4s3)C2=O)cc(OC)c1OC,0%,6%,-2%,-7%,?,?,4%,6%
CCc1ccc(S(=O)(=O)ON2C(=O)c3ccccc3C2=O)cc1,?,-1%,0%,1%[11.4 µM],-13%,16µM*,?,-7%
COc1ccc(NC(=O)CCCc2nnc3n(C(C)C)c(=O)c4sccc4n23)cc1Cl,-9%,-3%,nt,nt,-16%,-3%,nt,1%
CCC(=O)Nc1ccc2nc(SCc3ccc(C)cc3)sc2c1,?,6%,nt,nt,-20%,-6%,nt,8%
C=CCNC(=S)NNC(=O)c1ccc(C)c(Cl)c1,-4%,3%,1%,-10%,5%,13%,-2%,2%
COc1ccc(S(=O)(=O)N2CCOCC2)cc1NC(=O)c1ccc(-n2nc(C)cc2C)cc1,-6%,1%,-1%,nt,12%,nt,nt,0%
CCOCCCNC(=O)c1c(C)[nH]c(C(=O)OCC)c1C,-11%,1%,10%,-6%,-2%,-11%,5%,3%
CC(CNC(=O)CC(C)(C)C)NC(=O)CC(C)(C)C (stereo unspecified),2%,-6%,6%,-2%,3%,4%,6%,-2%
COc1ccc(NC(=O)C2CCN(C(=O)Cc3ccccc3)CC2)cc1OC,3%,-6%,-9%,7%,-1%,0%,9%,-3%
COc1ccccc1CNC(=O)C1CCCN(C(=O)c2cnn(-c3ccc(F)cc3)c2-n2cccc2)C1 (stereo unspecified),1%,-9%,nt,nt,-4%,0%,nt,1%
Cc1ccccc1Cn1ccc(NC(=O)c2cc3nc(-c4ccco4)cc(C(F)(F)F)n3n2)n1,-4%,-13%,4%,7%,-16%,-8%,?,0%
COCC1CCCN(Cc2cn(-c3ccccc3)nc2-c2ccc3c(c2)OCO3)C1 (stereo unspecified),-4%,-4%,-4%,24%,-1%,3%,20%,-5%
O=c1[nH]c2cccnc2n1-c1ccc([N+](=O)[O-])cc1,12%,3%,14%,13%,-2%,-6%,nt,-2%
Cc1cc2nn(-c3ccc(F)cc3)nc2cc1NC(=O)c1ccc(C(C)(C)C)cc1,-7%,3%,nt,nt,-20%,2%,nt,-1%
COc1ccc(C(=O)N[C@H](C(=O)OCC(=O)NC(=O)c2cccn2C)C(C)C)cc1,-1%,-2%,4%,-1%,-4%,-6%,9%,?
CC(O)/C=C/C1OC(=O)CC1Nc1ccc(C=O)cc1 (stereo unspecified),0%,-4%,-2%,12%,-12%,-12%,0.45µM*,-3%
Cc1ccc(S(=O)(=O)NC(CC(=O)NCC2CCCO2)c2ccccc2)cc1 (stereo unspecified),-3%,-4%,-1%,-2%,2%,4%,1%,-1%
Cc1cc(C)n(-c2ncnc3sc4c(c23)CC(C)CC4)n1 (stereo unspecified),-2%,2%,3%,4%,-1%,-5%,?,0%
CCOC(=O)N1CCN(c2ccc(F)cc2[N+](=O)[O-])CC1,?,-5%,0%,4%,-26%,?,4%,-5%
O=C(Cn1cc(C(F)(F)F)ccc1=O)N/N=C/c1ccc(Cl)cc1,-2%,0%,2%,2%,0%,1%,-4%,0%
CCn1nc(C)c(CCN(C)C(=O)Nc2cccc(Cl)c2C)c1C,-1%,-5%,nt,nt,5%,5%,nt,-2%
Cc1ccc(CN2CCN(Cc3cccc(-n4cccn4)c3)CC2CCO)cc1 (stereo unspecified),-2%,-1%,-3%,2%,1%,3%,-3%,-4%
CC1(C)CC(=O)C=C(NCc2ccc(C(=O)O)cc2)C1,-4%,6%,4%,6%,3%,5%,nt,-2%
Cc1nn(-c2ncc(C(F)(F)F)cc2Cl)c(=O)n1-c1ccc(F)cc1,2%,9%,7%,17%,0%,-4%,13%,-1%
CCSC1=NCCN1S(=O)(=O)c1ccc2ccccc2c1,4%,1%,4%,nt,-17%,-7%,?,0%
Cc1ccc(C)c(CN2CCC(CNC(=O)C(CC(C)C)N3Cc4ccccc4C3=O)CC2)c1 (stereo unspecified),2%,5%,nt,nt,3%,6%,nt,4%
Cc1cnccc1CN(C)Cc1nc(Cc2ccccc2Cl)no1,-7%,-6%,5%,-7%,-11%,-11%,?,-8%
CC(C)(C)c1cc(-c2nc(N)nc(N)n2)cc(C(C)(C)C)c1,28µM*,-1%,-9%,5%,-6%,?,-6%,-2%
Cc1ccccc1NS(=O)(=O)c1ccc2[nH]c3c(c2c1)CCCCC3,5%,0%,nt,nt,14µM*[quencher],-11%,nt,-3%
CN(Cc1cnn(-c2ccc(F)cc2)c1)Cc1nc(Cc2ccccc2)no1,-1%,-13%,0%,48%[activator],-6%,1%,-8%,-13%
CCCCN(c1ccccc1)c1ncnc2c1cnn2-c1ccc(Cl)cc1,-9%,-2%,nt,nt,-19%,-16%,nt,-4%
CCOc1ccc(N2CC(c3nc4ccccc4n3Cc3ccccc3F)CC2=O)cc1 (stereo unspecified),4%,-7%,nt,nt,-2%,-14%,nt,-69%
